Mcl1 Noxa PPI – Mcl-1/Noxa interaction inhibition; inhibition, % at 21.7 µM; Q07820; 1.5% of 220,000 active; TR-FRET Mcl-1/Noxa peptide binding, 2 h;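 active = compounds that cut the protein-peptide binding signal by more than 50% relative to plate controls in a single-dose test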;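 also: His-tagged Mcl-1 with rhodamine Noxa BH3 peptide and terbium anti-His antibody; 0% = Mcl-1 plus Noxa peptide wells and 100% = peptide-only wells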
Target sequence (Q07820 whole entry, looked up): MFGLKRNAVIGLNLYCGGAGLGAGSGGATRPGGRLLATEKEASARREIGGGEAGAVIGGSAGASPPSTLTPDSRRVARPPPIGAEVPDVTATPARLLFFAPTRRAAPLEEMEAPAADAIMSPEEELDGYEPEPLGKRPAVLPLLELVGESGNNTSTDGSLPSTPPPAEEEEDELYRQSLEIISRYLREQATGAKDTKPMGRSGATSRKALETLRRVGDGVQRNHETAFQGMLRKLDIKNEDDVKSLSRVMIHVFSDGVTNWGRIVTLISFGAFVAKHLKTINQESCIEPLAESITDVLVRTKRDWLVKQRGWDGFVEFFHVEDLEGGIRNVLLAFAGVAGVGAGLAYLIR
Mcl1 Bid PPI – Mcl-1/Bid interaction inhibition | TR-FRET Mcl-1/Bid-Dy647 peptide binding, 1536-well | inhibition, % at 21.7 µM | 0.97% of 220,000 active | AID 1021;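 active = compounds that cut the binding signal by more than half at the single screening dose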;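 also: His-tagged Mcl-1 with europium anti-His antibody binding Bid BH3 peptide; 0% = Mcl-1 plus peptide wells and 100% = peptide-only wells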
Avidin fluor – avidin bead compound fluorescence profile; 0.38% of 220,000 active; AID 1775; Avidin beads, compound fluorescence 488/530 nm, flow cytometry; stronger effect = higher value; fluorescence (KMESF) at 10 µM; in the data active = fluorescence above about 47; also: inactives centre near 10
Pf gamet viab – kills late stage P. falciparum gametocytes. 0.065% of 150,000 active. inhibition, % at 10.9 µM. AID 743093. P. falciparum stage V gametocytes, ATP luminescence, 24 h;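 active = inhibition above the mean plus 3 SD of compounds within the control limits, set per campaign, cut at about 38% in these data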;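 also: 0% = DMSO wells and 100% = medium only without gametocytes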
Starred values were filed as active, the others as inactive. An excerpt; count on the stated rates, not on these rows.

canonical_smiles,Mcl1 Noxa PPI,Mcl1 Bid PPI,Avidin fluor,Pf gamet viab
COc1ccc(CNc2ccc([N+](=O)[O-])cc2C)cc1,10,2,8,-7
O=C1CNC(=O)/C1=C/c1ccc(Br)cc1,-6,-101,2,-10
CSC1=N/C(=C/c2ccc(-n3cncn3)cc2)C(=O)N1,30,-47,8,8
FC(F)(F)c1cnc(N/N=C/c2ccncc2)c(Cl)c1,-9,-5,20,9
CCOC(=O)c1sc(S(C)(=O)=O)c2c1CCc1conc1-2,35,-39,5,11
COc1cc(OC)c2c(-c3ccccc3)cc(=O)oc2c1C(CC(=O)N1CCOCC1)c1ccc(N(C)C)cc1 (stereo not drawn),10,-94,9,-31
Cn1c(=O)cc(Nc2ccccc2)c2c(=O)n(-c3ccccc3)c(=O)n(-c3ccccc3)c21,16,-20,8,5
CCOC(=O)COc1cccc2c(=O)n(CC(=O)NCc3ccccc3)ccc12,10,-11,9,26
CC(=O)/C(C#N)=C1\NC(=O)C(Cc2cc(Cl)ccc2Cl)S1 (stereo not drawn),8,-2,6,-23
Cc1ccc(S(=O)(=O)/N=C(/NC(=S)Nc2c(C)n(C)n(-c3ccccc3)c2=O)c2ccccc2)cc1,16,-20,53*,28
CN1Cc2c(N3CCOCC3)nc3sc(C(=O)c4ccc(Br)cc4)c(N)c3c2CC1(C)C,38,-35,5,0
NC(=O)C1(N2CCCCC2)CCN(Cc2nc(-c3cccs3)no2)CC1,18,-14,5,11
COc1cc(O)c(C(CC(=O)N2CCOCC2)c2ccc(N(C)C)cc2)c(OC)c1 (stereo not drawn),-4,-126,9,0
Cc1nc2cc(Cl)c(Cl)cc2n1CCCO,-3,-1,8,30
CC(=O)Nc1cccc(OCCCNC(=O)c2cccc3ccccc23)c1,-13,-8,10,6
CCOC(=O)c1cc(-c2csc(N/N=C/c3ccccc3Cl)n2)on1,13,-20,6,-8
CS(=O)(=O)N1CCN(c2ccc([N+](=O)[O-])cc2C(F)(F)F)CC1,1,-16,4,6
O=C(Nc1cc(=O)[nH]c2nc(-c3ccccc3)nn12)c1ccccc1Cl,12,-28,31,6
N#Cc1ccc(N2C(=O)[C@@H]3C(C(=O)c4cnccn4)=NN[C@@H]3C2=O)cc1,15,-15,8,6
CS(=O)(=O)N(CCc1ccccc1)CC(=O)N1CCCC1,-7,-12,8,-8
COc1ccc(-n2nnnc2/C=C\Nc2ccc(C)cc2)cc1,8,-112,7,11
COc1cc(/C=C/C(=O)OCc2cn3cc(Cl)ccc3n2)ccc1O,-25,-11,19,9
CNC(=S)Nn1cnc2ccccc21,2,-50,7,-12
CC1CC(=O)NN=C1c1cccs1 (stereo not drawn),9,11,4,-18
O=C(Nc1cccc(-c2csc(Nc3ccccc3)n2)c1)c1ccccc1,-7,-91,7,3
Cc1ccccc1NC(=S)Nc1ccc2[nH]c(=O)[nH]c2c1,8,-42,6,-8
CCCCCSc1ncccc1C(=O)O,8,-30,7,-7
S=C(NCCN1CCOCC1)NC1CCCCC1,12,-78,10,11
Cc1nc2ccc(NC(=O)c3ccc(Cl)nc3)cc2s1,-4,-36,9,11
O=[N+]([O-])c1ccc(C2=NN(CCO)C(=Nc3ccc(OC(F)(F)F)cc3)SC2)cc1,-13,-11,5,7
CSc1nnc(-c2ccc(Br)s2)n1C,-1,-14,10,18
CC(=O)Nc1ccc(S(=O)(=O)NNC(=O)COc2ccc(Cl)cc2Cl)cc1,28,-12,7,-27
CC(C)(C)c1ccc(CCC2OCC(C[N+]3(C)CCOCC3)O2)cc1 (stereo not drawn),9,-28,2,10
COc1ccc(C)cc1NC(=O)c1ccc2c(SCC(=O)O)c3c(nc2c1)CCCC3,8,-68,10,-6
CCOC(=O)c1c(NC(=O)CSc2nnc(C)c(=O)[nH]2)sc(C)c1-c1ccc(C)cc1,9,-6,10,-13
CC(=O)/C(N=Nc1ccc(OC(F)(F)F)cc1)=C(\C)O,-16,2,9,-8
CC(C)=NOC(=O)c1c(C)noc1-c1snnc1C,-3,-4,7,18
COc1ccc(C2=NN(C(=O)c3ccccc3)C(c3cccc([N+](=O)[O-])c3)C2)cc1 (stereo not drawn),12,-10,4,16
COc1ccc(Oc2c(C)nc(SCC(=O)c3ccc(Cl)cc3)[nH]c2=O)cc1,17,3,7,11
NNC(=O)Cn1nnc(-c2ccc(C(F)(F)F)cc2)n1,2,-8,9,-41
CCN(Cc1ccccc1)C(=O)c1cc(COc2c(F)cccc2F)on1,18,-4,5,-15
Brc1cc2c(cc1Br)OCCOCCOCCO2,-29,-3,4,-16
COc1ccccc1/C=C/C=C1\Oc2c(ccc(O)c2CN(C)C)C1=O,-10,-64,18,5
CCOP(=O)(CN(CC)C(=O)c1ccccc1Br)OCC,-3,-8,8,-16
COc1cc(OC)c2c(-c3ccccc3)cc(=O)oc2c1C(CCN1CCCCC1)c1ccc2c(c1)OCO2 (stereo not drawn),11,-42,17,0
CC(C)OC(=O)/C(=C/c1ccco1)c1ccccc1,-12,-5,6,-3
CCOc1ccc(CCN2CN(C3CCCCC3)CNC2=S)cc1OCC,10,-59,7,20
O=C(Nc1cccc(Cl)c1)N1N=CCC1c1ccccc1 (stereo not drawn),-6,-22,36,-2
O=C(NCc1cccc(C(F)(F)F)c1)C1CC(c2ccccc2C(F)(F)F)=NO1 (stereo not drawn),-14,-21,8,16
O=C(Nc1ccc(N2CCN(c3ccc(C(F)(F)F)cn3)CC2)nc1)c1cccs1,14,2,7,-10
O=C1NC(=O)C(Cc2ccccc2)(c2cccnc2)N1 (stereo not drawn),-14,0,6,-12
CNc1nc2c(Cl)cc(Cl)cc2s1,-4,-8,6,-2
Cc1ccc(C2=NOC(C)(c3nnc(-c4ccc(Cl)cc4)o3)C2)cc1 (stereo not drawn),-11,-35,7,7
O=C(CCc1ccccc1)Nc1nc2c(F)cc(F)cc2s1,13,-21,7,3
O=C(/C=C/c1ccccc1)c1c[nH]c2ccccc12,-3,-8,8,-8
CN(C)S(=O)(=O)c1cccc(C(=O)Nc2ccc(N3CCOCC3)cc2)c1,35,-39,7,4
CNNC(=S)Nc1cccc(C(F)(F)F)c1,-8,-32,6,-18
CCCc1c(C)[nH]c2ccc(C(=O)O)cc2c1=S,28,-11,7,19
CCc1ccc[n+](-c2nc3ccccc3nc2C(=C=[N-])C#N)c1,2,-53,7,12
CC1CCN(C2CC(=O)N(c3ccc(Br)cc3Br)C2=O)CC1 (stereo not drawn),-8,-1,7,3

(next part)
canonical_smiles,Mcl1 Noxa PPI,Mcl1 Bid PPI,Avidin fluor,Pf gamet viab
O=C(CN1C(=O)CCC1=O)NC(=O)NC1CCCC1,0,-1,6,19
Cc1cc(=O)[nH]n(CCO)c1=O,-1,-10,4,14
O=C(O)CCn1nnc2ccccc21,-6,-12,7,12
CCOC(=O)N1CCc2c(sc3nc[nH]c(=O)c23)C1,-6,-9,6,-4
Cc1nc(C(=O)NNC(=O)c2c(-c3c(Cl)cccc3Cl)noc2C)cs1,-79,-63,8,11
CC(=O)N/N=C(\N)c1nonc1N,0,-28,7,8
NC(=S)N/N=C/c1coc2ccc(O)cc2c1=O,23,-16,3,-12
CCC(O)(CC)C(=O)N/N=C/c1cc(Br)cc(Br)c1O,-48,-87,3,-3
c1ccc(C2[C@H]3CN(Cc4cccnc4)[C@H](c4ccccc4)C34CC2(c2cccnc2)C4)cc1 (stereo partly drawn),9,-48,8,-3
O=C(N/N=C/c1ccc2nccnc2c1)c1ccc(Br)cc1,1,-8,25,-15
O=C(O)c1nccnc1C(=O)Nc1ccccc1N1CCOCC1,20,-6,8,2
O=C(CSc1nccc(-c2cccs2)n1)Nc1ccc(Cl)cc1,2,6,5,-1
CN(C)S(=O)(=O)c1ccc(C(=O)OCC(=O)c2ccc3c(c2)NC(=O)CO3)cc1,-11,8,4,14
O=C1C(Cc2ccc3[nH]ccc3c2)NC(=S)N1c1ccccc1 (stereo not drawn),14,-89,5,-20
C/C(=N\Nc1ccc(Cl)c(C(=O)O)c1)c1cccc([N+](=O)[O-])c1,14,-1,34,4
Cc1nnc(SCC(=O)Nc2ccccc2F)n1Cc1ccco1,-6,-2,10,-11
Cc1cc(C)c(C)c(S(=O)(=O)N2CCN(C(=O)CCC(=O)N3CCOCC3)CC2)c1C,-1,0,14,-15
NC(=S)c1cc2cc(Cl)ccc2oc1=O,-17,-45,7,4
COc1cc(/C=C2\SC(=O)N(c3ccc(O)cc3)C2=O)cc(OC)c1OC,10,-17,5,-12
O=C(N/N=C/c1cccc2nccnc12)c1ccncc1,-23,-36,7,-26
COc1ccc(NC(=O)NCCCN2CCC(Cc3ccccc3)CC2)cc1,52*,-9,4,-19
CN1C(=O)/C(=C\c2ccco2)N=C1c1ccc(Cl)cc1Cl,0,-35,7,0
COc1ccc(Oc2ccc(C(F)(F)F)cc2NC(=O)c2ccc(F)cc2)cc1,23,-38,7,-16
COc1ccccc1N1CCN(C(=O)c2coc(=O)c(Br)c2)CC1,3,-22,9,-15
CCOC(=O)C(=NCC1CCCO1)NNc1ccccc1Cl (stereo not drawn),-7,-67,10,-1
O=C1[C@@H]2CSCN2C(=O)CN1Cc1ccc(F)cc1,12,-20,9,5
Cc1cc(=O)[nH]c(SCC(=O)NCC2CCCO2)n1 (stereo not drawn),1,-15,5,-3
COc1ccccc1/C=C/C=N/n1c(-c2ccccn2)n[nH]c1=S,19,-64,2,-18
O=C(COc1ccc(C2SCCS2)cc1)NNC(=O)C(Cl)Cl,-13,-26,7,-14
Clc1cncc(Cl)c1N/N=C/c1ccccc1,15,0,3,-11

Overlap with the part before: 5 entries; new compounds follow.
canonical_smiles,Mcl1 Noxa PPI,Mcl1 Bid PPI,Avidin fluor,Pf gamet viab
O=C1[C@@H]2CSCN2C(=O)CN1Cc1ccc(F)cc1,12,-20,9,5
Cc1cc(=O)[nH]c(SCC(=O)NCC2CCCO2)n1 (stereo not drawn),1,-15,5,-3
COc1ccccc1/C=C/C=N/n1c(-c2ccccn2)n[nH]c1=S,19,-64,2,-18
O=C(COc1ccc(C2SCCS2)cc1)NNC(=O)C(Cl)Cl,-13,-26,7,-14
Clc1cncc(Cl)c1N/N=C/c1ccccc1,15,0,3,-11
C=CCNC(=S)Nc1c(N)n(C)c(=O)n(C)c1=O,-16,-40,3,-12
CCOC(=O)c1ccc2c(c1)n(CCCS(=O)(=O)[O-])c(/C=C/c1ccc(Cl)cc1)[n+]2CC,-13,-10,6,-8
COc1ccc(NC(=O)C(Cc2ccccc2)n2cccc2)cc1 (stereo not drawn),5,-68,7,-11
O=C(Cn1cncn1)N/N=C/c1cccc(Cl)c1,10,-31,8,-14
CCN(C(=O)c1cc2c(=O)[nH]c3ccc(C)cc3c2s1)c1ccc(OC)cc1,-5,-32,8,19
Cc1cccc(C)c1NC(=O)CN,-7,-38,12,23
CCCC(=O)Nc1c(-c2ccccc2)c(=O)c(C)nn1-c1ccc(C)cc1,-15,-32,10,-3
Cc1cc(C(=O)NNc2ccc(C(C)C)cc2)n(C(C)(C)C)n1,-5,-17,9,8
CCc1ccc(C(=O)NNc2ccc(F)cc2F)cc1,-3,-16,7,20
CCCC(=O)Nc1c(-c2ccccc2OC)c(=O)c2ccccc2n1C,3,-5,7,5
CC1(C)CC2(CCO1)C(Nc1ccccc1)=NC(=S)N2CC(N)=O (stereo not drawn),17,0,3,16
O=C(O)c1ccc(N/N=C/c2cc3cc4c(cc3nc2Cl)OCCO4)cc1,42,-35,10,-9

Bioassay records: PubChem, several laboratories
